Bioassay records: PubChem, National Center for Advancing Translational Sciences (NCATS)
TexasRed fluor: counter-screen for TRb-SRC2 inhibitors: fluorescence interference; TRb/SRC2 Texas Red total fluorescence interference; Potency, µM (titrated, usually from 106 µM), for the others: at the highest dose fluorescence change, negative = quenching; 280,000 compounds, 0.29% hits; AID 1479; active = well fitted curve in either direction with a large enough effect; inconclusive = small, poorly fitted or top-dose-only effect
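Human TRβ ligand-binding domain (0.6 uM) and Texas Red SRC2 peptide (20 nM) in Tris buffer with 1 uM T3 and 5% DMSO were incubated with pinned compound for 5 hr at ambient temperature. Total fluorescence was computed as S + 2P (555/632 nm).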
GAA inhib: blocks human lysosomal alpha-glucosidase; Potency, µM (titrated, usually from 76.9 µM), inactives show at the top dose activity change, negative = inhibition, usual class: inhibitors; AID 1466; purified human GAA, 4-MU-alpha-glucoside fluorescence; 200,000 compounds, 0.005% hits; P10253;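 also: plate controls were uninhibited enzyme wells for no effect and no-enzyme background for full effect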
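Activity normalized between no-enzyme (basal) and enzyme-only wells. Conditions: 4 nM human enzyme, 400 uM fluorogenic substrate, citrate/phosphate pH 5.0 with Tween-20, 20 min room temperature, compounds up to 77 uM.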
RECQ1 inh: blocks DNA unwinding by human RECQ1. RECQ1 DNA unwinding, red fluorescence kinetic read. Potency, µM (top dose mostly 57.3 µM), inactives show at the top dose activity, negative = inhibition, usual class: inhibitors. P46063. AID 2549. 240,000 compounds, 0.54% hits;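 also: plate controls were vehicle for no effect and no enzyme for full effect; nearly all actives have a fitted effect of over 30% in size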
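RECQ1T1 50 nM; forked duplex (20 bp + 30-nt ss tails) 200 nM, ATP 2 mM final; pH 8.0, 2 mM MgCl2, 2.5 ug/ml poly(dI-dC); 15 min compound preincubation; discontinuous kinetic read over 2 h at RT.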
TRb-SRC2 inh: TRbeta-SRC2 interaction inhibition | TRbeta-SRC2 peptide binding, fluorescence polarization; receptor liganded with 1 µM T3 | Potency, µM (doses to about 106 µM), for the others: at the top dose activity change, negative = inhibition, most hits filed as inhibitors | 280,000 compounds, 0.065% hits | AID 1469;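 also: plate controls were bound peptide for no effect and peptide without receptor for full effect; nearly all actives have a fitted effect of over 50% in size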
Target sequence (P10828 whole entry, looked up): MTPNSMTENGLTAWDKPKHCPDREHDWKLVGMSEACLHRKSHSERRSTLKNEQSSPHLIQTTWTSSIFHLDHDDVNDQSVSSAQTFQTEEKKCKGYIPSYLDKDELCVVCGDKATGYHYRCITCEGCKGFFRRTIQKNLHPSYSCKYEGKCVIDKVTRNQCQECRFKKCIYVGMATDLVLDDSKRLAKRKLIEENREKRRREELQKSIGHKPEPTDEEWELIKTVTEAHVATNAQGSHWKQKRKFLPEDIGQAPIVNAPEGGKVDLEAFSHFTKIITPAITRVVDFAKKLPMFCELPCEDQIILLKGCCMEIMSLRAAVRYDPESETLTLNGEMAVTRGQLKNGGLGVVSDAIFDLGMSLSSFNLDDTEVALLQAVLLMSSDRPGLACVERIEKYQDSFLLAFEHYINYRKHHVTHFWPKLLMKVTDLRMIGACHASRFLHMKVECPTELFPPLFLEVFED
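Binding of a 20-amino-acid Texas Red SRC2 peptide (20 nM) to TRb ligand-binding domain (0.6 uM) with agonist T3 at 1 uM was followed by fluorescence polarization after a 5 hr room-temperature incubation.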
GoLoco inh red: RGS12 GoLoco-Gai1 interaction inhibition; P63096; Potency, µM (series often up to 61.6 µM), inactives show top-dose activity, negative = inhibition, usual class: inhibitors; Gai1:RGS12 GoLoco peptide FP, rhodamine, 10 min; 230,000 compounds, 0.44% hits; AID 880; active = well fitted inhibition curve with a large enough effect, not every such curve was filed as active; inactive = no such curve, though single readings can be large or run the other way; also: nearly all actives have a fitted effect of over 30% in size; many of its hits are not listed in these tables
Target sequence (P63096 whole entry, looked up): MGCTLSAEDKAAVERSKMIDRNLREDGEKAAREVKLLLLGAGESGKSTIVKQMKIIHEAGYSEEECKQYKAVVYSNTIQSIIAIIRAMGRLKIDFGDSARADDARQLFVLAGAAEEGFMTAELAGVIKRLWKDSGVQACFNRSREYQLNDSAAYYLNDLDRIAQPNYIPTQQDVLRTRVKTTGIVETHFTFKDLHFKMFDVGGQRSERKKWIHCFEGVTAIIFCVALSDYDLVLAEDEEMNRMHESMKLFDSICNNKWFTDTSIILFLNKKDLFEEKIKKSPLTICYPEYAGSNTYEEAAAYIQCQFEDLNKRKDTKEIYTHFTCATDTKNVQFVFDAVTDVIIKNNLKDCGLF
GAA glycogen: GAA glycogen-cleavage inhibition or activation; recombinant GAA, glycogen substrate, Amplex Red glucose oxidase fluorescence; 300,000 compounds, 0.38% hits; Potency, µM (titrated, usually from 76.4 µM), for inactives: top-dose activity change, negative = inhibition, usual class: inhibitors;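 also: 0% = full enzyme reaction and -100% = no-enzyme basal signal; the screen sought inhibitors and activators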
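Recombinant human enzyme (4 nM); glycogen substrate; 37 C, 40 min, pH 5.0. Readout: coupled glucose oxidase/Amplex Red fluorescence.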
L3MBTL1 block: inhibitors of human L3MBTL1; Potency, µM (doses to about 57.1 µM), for inactives: top-dose activity, negative = inhibition, actives largely listed as inhibitors; Q9Y468; 230,000 compounds, 0.66% hits; AlphaScreen L3MBTL1–H3K9me1 peptide binding; also: nearly all actives have a fitted effect of over 60% in size
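L3MBTL1 50 nM + b-AHA-H3(1-15)K9me1 75 nM, 30 min RT; compound added, 30 min RT; streptavidin donor/Ni-chelate acceptor beads 10 ug/mL each final, 30 min RT dark; AlphaScreen read.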
aGlu spleen mod: inhibits or activates alpha-glucosidase in human spleen homogenate; Potency, µM (highest dose often 79.9 µM), inactives show at the highest dose activity change, negative = inhibition, hits mostly inhibitors; 240,000 compounds, 0.006% hits; human spleen homogenate, 4-MU-alpha-glucoside fluorescence; P10253;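 also: 0% = enzyme with vehicle and -100% = no enzyme basal signal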
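Enzyme source: human spleen homogenate, 1 ug/well. Buffer 50 mM citric acid/K phosphate pH 5.0, 0.01% Tween-20. 4-MU-alpha-glucoside 1 mM; 37 C x 40 min; NaOH/glycine stop; fluorescence.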
* hit, by the source's call; i = inactive; ? = inconclusive; / = not tested or not shown; [ ] = dose if it differs, or a comment. Unless noted, calls follow the shape of the dose curve; as a rule, active = well fitted curve in the direction sought with a large enough effect; inconclusive = small, poorly fitted or top-dose-only effect, or another doubt; inactive = no such curve, though single readings can be large; an effect the other way counts as inactive or inconclusive. Unless noted, % is scaled to controls: 0 for no effect and ±100 for the full control effect; potency is read from the fitted curve at half-maximal effect.

SMILES	TexasRed fluor	GAA inhib	RECQ1 inh	TRb-SRC2 inh	GoLoco inh red	GAA glycogen	L3MBTL1 block	aGlu spleen mod
COc1cc(NC(=O)CSc2nc3cc(C)ccc3cc2C)c(C(=O)O)cc1OC	-1%	7%	5%	5%	3%	7%	-5%	-4%
CC(C)(C)NC(=O)CN(C(=O)CNC(=O)c1cccs1)c1ccc2c(c1)OCCO2	-1%	1%	3%	4%	-4%	-4%	3%	-6%
CC(Cc1ccccc1)C(=O)N(C)Cc1cccnc1 (stereo not drawn)	-2%	-2%	i	-9%	1%	3%	4%	-6%
c1cncc(-c2nc(N3CCOCC3)c3ccccc3n2)c1	-1%	4%	-6%	-12%	-13%	-9%	/	-1%
O=c1[nH]c2cc3c(cc2cc1CN(CCO)S(=O)(=O)c1ccccc1)OCCO3	-1%	/	i	-14%	5%	9%	/	6%
COc1ccc(/C=C2\CN(Cc3ccccc3)C/C(=C\c3ccc(OC)cc3OC)C2=O)c(OC)c1	-1%	?	-12%	-3%	-9%	-20%	-26%	-1%
Cc1nn2c(-c3ccc(Cl)cc3Cl)nnc2s1	-3%	-3%	-7%	-4%	6%	5%	-3%	-7%
CC(C)c1nnc(SCC(=O)N2CCc3ccccc32)n1C	0%	?	i	-4%	9%	9%	5%	-2%
Cc1ccccc1OCCC(=O)Nc1c(C)n(C)n(-c2ccccc2)c1=O	2%	-8%	-9%	3%	-3%	0%	14%	1%
O=C(Cn1cc(/C=N/NC(=O)c2cccc3ccccc23)c2ccccc21)Nc1ccc(F)cc1	-3%	/	i	-5%	9%	10%	/	3%
COc1cccc(CC2(CO)CCN(Cc3ccc(NC(C)=O)cc3)CC2)c1	-2%[53 µM]	?	-8%	-4%[53 µM]	14%	-8%	-5%	-19%
O=C(c1nnsc1S(=O)c1ccc(Cl)cc1)N1CCOCC1 (stereo not drawn)	-3%	-1%	-6%	3%	-34%	6%	-21%	-1%
CCn1c(SCC(=O)N2CCc3ccccc32)nnc1-c1ccncc1	-4%	-3%	-5%	-5%	-41%	0%	9%	0%
Cc1cc(Oc2ccc(=O)n(C)n2)nc(Oc2ccc(=O)n(C)n2)n1	-2%	-4%	0%	4%	12%	3%	/	4%
CCOC(=O)c1nnsc1NC(=O)Nc1ccc(OC)cc1	-4%	3%	-8%	0%	21%	-4%	0%	/
O=C(CN1CCCC1)Nc1ccc(Cl)cc1C(F)(F)F	-4%	12%	-5%	2%	5%	-13%	-8%	4%
COc1cccc(/C=N/NC(=S)NC2CC3CC2C2C=CCC32)c1O (stereo not drawn)	-1%	/	12%	1%	95%[activator]	-4%	1%	10%
CS(=O)(=O)N1CCCC(C(=O)NCc2ccccc2Cl)C1 (stereo not drawn)	-4%	-6%	-1%	5%	0%	2%	11%[11.4 µM]	-3%
CCn1cc(S(=O)(=O)CC(=O)Nc2ccc(OC)cc2)c2ccccc21	0%	-1%	2%	0%	-3%	10%	9%	-3%
C=CCN1C(=O)C2C(C(=O)NCc3ccccc3)C3C=CC2(O3)C1C(=O)NC(C)(C)C (stereo not drawn)	-3%	2%	-1%	-10%	2%	2%	5%	4%
CO[C@H]1COC(=O)[C@@H](CCSC)NC(=O)C/C=C\[C@@H](C)[C@H](OC)COC(=O)[C@@H](OCc2ccccc2)/C=C\[C@@H]1C	2%[11.2 µM]	/	i[11.5 µM]	8%[11.2 µM]	/	/	/	1%[17.4 µM]
CCOC(=O)C1CCN(C(=O)c2ccc(NS(=O)(=O)c3ccc(F)cc3C)cc2)CC1	-3%	/	-3%	2%	-10%	8%	-15%	0%
Cc1cccc(NC(=O)CSc2nc(C)nc3c2c(=O)n(C)c(=O)n3C)c1	-1%	5%	-7%	-4%	6%	-17%	/	-2%
CC(C)C(C)(C#N)NC(=O)CSc1nnc(-c2ccccc2)o1 (stereo not drawn)	0%	-2%	-9%	13%	-11%	-12%	/	-3%
Cc1c(N=C2SCC(=O)N2/N=C/c2ccccc2)c(=O)n(-c2ccccc2)n1C	9%	1%	-13%	1%	1%	5%	-11%	-13%
OC(CN1C2=NCCN2c2ccccc21)c1ccc(Br)cc1 (stereo not drawn)	3%	-9%	i	4%	8%	-6%	5%	-1%
COc1ccc(-c2cc(C(F)(F)F)nc(N3CCN(c4ccc(F)cc4)CC3)n2)cc1OC	4%	3%	1%	1%	3%	4%	/	0%
CC(C)(C)NC(=O)CCN(/N=C/c1ccc([N+](=O)[O-])o1)C1=NS(=O)(=O)c2ccccc21	1%	0%	-1%	-1%	2%	-8%	-4%	-2%
O=C(c1cccs1)N1CCCC(c2nc(-c3ccc(F)cc3)no2)C1 (stereo not drawn)	-3%	-4%	i	3%	-1%	-2%	/	-8%
CCOC(=O)C1CCCCN1C(=O)CCc1c(C)nc2ncnn2c1C (stereo not drawn)	2%	10%	0%	-13%	8%	-1%	4%	-17%

Brought forward from above: 3 entries, followed by the next part.
SMILES	TexasRed fluor	GAA inhib	RECQ1 inh	TRb-SRC2 inh	GoLoco inh red	GAA glycogen	L3MBTL1 block	aGlu spleen mod
CC(C)(C)NC(=O)CCN(/N=C/c1ccc([N+](=O)[O-])o1)C1=NS(=O)(=O)c2ccccc21	1%	0%	-1%	-1%	2%	-8%	-4%	-2%
O=C(c1cccs1)N1CCCC(c2nc(-c3ccc(F)cc3)no2)C1 (stereo not drawn)	-3%	-4%	i	3%	-1%	-2%	/	-8%
CCOC(=O)C1CCCCN1C(=O)CCc1c(C)nc2ncnn2c1C (stereo not drawn)	2%	10%	0%	-13%	8%	-1%	4%	-17%
COC(=O)c1ccccc1NC(=O)c1ccc(COc2ccccc2)o1	0%	-1%	-14%	-7%	-6%	-9%	/	3%
Cc1[nH]nc2c1C(c1ccc3c(c1)OCO3)C(C#N)=C(N)O2 (stereo not drawn)	4%	-9%	-5%	-2%	7%	-21%	-6%	-5%
O=C(NNC(=O)c1cc(-c2ccco2)nc2ccccc12)c1ccccc1	-3%	-4%[15.4 µM]	-3%	6%	6%	0%	4%	3%
CNC(=O)c1ccccc1NC(=O)c1cccc(S(=O)(=O)N2CCC(C)CC2)c1	0%	-4%	-1%	-2%	5%	-10%	/	-13%
O=C(/C=C/c1ccc(F)cc1)N1CCN(S(=O)(=O)/C=C/c2ccccc2)CC1	-2%	-1%	-8%	-4%	-4%	2%	3%	0%
c1ccc(-n2nnc(-c3cccnc3)n2)cc1	-1%	/	-4%	4%	0%	-2%	1%	2%
CC(=O)c1cccc(NC(=O)N2CCC(NC(=O)C34CC5CC(CC(C5)C3)C4)CC2)c1	-1%	1%	-2%	-2%	2%	6%	/	-9%
CC(=O)N1CCCc2ccccc21	-4%	5%	-2%	-3%	1%	4%	/	-3%
CC(O)CNc1nc2ccccc2n1CC(=O)NCCc1ccc(Cl)cc1 (stereo not drawn)	-2%	0%	-8%	4%	-10%	6%	/	-7%
CC1CN(C(=O)c2cc3cc([N+](=O)[O-])ccc3s2)CC(C)O1 (stereo not drawn)	0%	-3%	i	5%	15%	-1%	-1%	5%
CCCCCCOc1ccc(C(=O)O)cc1C#N	-2%	-2%	-5%	-5%	1%	5%	1%	1%
CCc1nc2ccccc2n1CC1CC1(Cl)Cl (stereo not drawn)	-1%	5%	-12%	2%	-2%	?	/	1%
O=C(Nc1nnc(-c2ccc3c(c2)CCCC3)o1)c1ccccc1Cl	-1%	4%	-13%	-1%	16%	9%	/	5%
COC(=O)C1CCCCN1C(=O)CCc1nnc(CCc2c[nH]c3ccccc23)o1 (stereo not drawn)	-2%	-2%	3%	-5%	3%	7%	-15%	-1%
Cc1ccc(C)c(N2CN(Cc3cccnc3)CNC2=S)c1	-18%	-4%	-1%	6%	9%	12%	-3%	-5%
CSc1nc(-c2ccccc2)nc2c1COC(C)(C)C2	-4%	-7%	-11%	6%	-6%	-5%	-6%	-10%
Cc1cccc(C(=O)NCC2CCCO2)c1 (stereo not drawn)	0%	-2%	0%	-4%	0%	5%	5%	4%
CCc1ccc(C(CC(=O)c2ccc(Cl)cc2)C(=O)O)cc1 (stereo not drawn)	-3%	4%	-4%	-1%	5%	-27%	1%	4%
Cc1ccc(OCC(=O)N2c3ccccc3NC(=O)C2(C)C)c([N+](=O)[O-])n1	-2%	5%	-4%	-4%	1%	6%	/	4%
COc1ccc(C(=O)Nc2nc(-c3ccc([N+](=O)[O-])cc3)c(-c3ccc(OC)cc3)s2)cc1	1%	-17%	?	6%	-5%	10%	?	-4%
CCOC(=O)c1sc(/N=C/c2ccc(O)cc2O)cc1C	0%	0%	-15%	3%	15%	?	-5%	-5%
CC(C)(C)C(=O)Cn1c[n+](N)cn1	0%	1%	-2%	1%	-11%	-6%	7%	-2%
Cc1ccc(S(=O)(=O)N2CCC(C(=O)Nc3ccc4c(c3)COC4=O)CC2)cc1	0%	-8%	i	3%	5%	-10%	-1%	-6%
C=CCn1c(CNC(=O)c2ccccc2F)nnc1SCC(=O)NC(C)c1ccccc1 (stereo not drawn)	-3%	-5%	-2%	-4%	-1%	-8%	-1%	-25%
CS(=O)(=O)N1CCN(c2ccc(C(=O)N3CCOCC3)cc2[N+](=O)[O-])CC1	0%	-2%	i	7%	6%	19%	-3%	-6%
O=c1c2c(nc3n1CCCCC3)-c1ccccc1CC21CCCCC1	-3%	3%	i	0%	5%	-2%	30%[activator]	3%
C=CCN1C(=O)/C(=C\C=C2\N(C)c3ccccc3C2(C)C)SC1=S	?	3%	1.4µM*	13%	-68%	-4%	-11%	-3%
CCn1c(SCC(=O)OC2CCCCC2)nc2ccccc2c1=O	2%	-8%	i	-18%	0%	-17%	-25%[11.4 µM]	-9%
CS(=O)(=O)CCC(C(=O)OCc1ccc(Br)cc1)N1C(=O)c2ccccc2C1=O (stereo not drawn)	-1%	3%	-2%	5%	1%	14%	6%	-5%

Rewritten with values under each structure: 2 of the compounds above.
Order of results – TexasRed fluor	GAA inhib	RECQ1 inh	TRb-SRC2 inh	GoLoco inh red	GAA glycogen	L3MBTL1 block	aGlu spleen mod
- CS(=O)(=O)CCC(C(=O)OCc1ccc(Br)cc1)N1C(=O)c2ccccc2C1=O (stereo not drawn)
  -1%	3%	-2%	5%	1%	14%	6%	-5%
- CCc1ccc(C(CC(=O)c2ccc(Cl)cc2)C(=O)O)cc1 (stereo not drawn)
  -3%	4%	-4%	-1%	5%	-27%	1%	4%

These rows are one share of the data. The share of hits here may be higher or lower than overall.
